# Bioassay records as filed in PubChem.
# RAD54 branch – inhibitors of human RAD54 branch migration | inhibition, % at 10.4 µM | AID 602329 | RAD54 Holliday junction branch migration, FAM/BHQ fluorescence | Q92698 | 360,000 tested, 0.14% active;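 active means mean normalized replicate activity at least 40 and at least half of replicates scoring 40 or more; inconclusive means only one of the two criteria met; inactive means mean below 40 and under half of replicates reaching 40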;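 further: 0% = median of neutral control wells and 100% = median of positive control wells; inhibitors cause a drop in the FAM fluorescence signal; in these data hits start at about 50%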
# Target sequence (Q92698 whole entry, looked up): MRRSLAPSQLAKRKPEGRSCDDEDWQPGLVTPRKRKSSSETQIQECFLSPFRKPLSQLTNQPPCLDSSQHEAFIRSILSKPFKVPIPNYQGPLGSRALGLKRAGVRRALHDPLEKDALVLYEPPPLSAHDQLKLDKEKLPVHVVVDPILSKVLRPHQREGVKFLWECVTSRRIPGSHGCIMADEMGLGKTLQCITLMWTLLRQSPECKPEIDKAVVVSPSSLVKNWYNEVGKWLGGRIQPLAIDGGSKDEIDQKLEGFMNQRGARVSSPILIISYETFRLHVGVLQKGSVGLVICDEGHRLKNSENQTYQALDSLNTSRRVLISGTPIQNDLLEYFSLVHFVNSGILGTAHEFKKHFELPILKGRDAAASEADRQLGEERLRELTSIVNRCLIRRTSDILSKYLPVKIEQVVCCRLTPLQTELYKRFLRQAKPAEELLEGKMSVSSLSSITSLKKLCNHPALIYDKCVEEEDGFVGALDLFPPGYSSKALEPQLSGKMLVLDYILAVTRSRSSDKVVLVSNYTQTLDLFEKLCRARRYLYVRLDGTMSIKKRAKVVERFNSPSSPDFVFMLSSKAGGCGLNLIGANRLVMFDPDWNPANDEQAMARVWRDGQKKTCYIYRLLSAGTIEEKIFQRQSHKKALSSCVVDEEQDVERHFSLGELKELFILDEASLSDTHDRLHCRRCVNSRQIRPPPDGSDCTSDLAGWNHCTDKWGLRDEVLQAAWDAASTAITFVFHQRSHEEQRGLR
# esBAF inh – blocks esBAF chromatin remodeling in mouse ES cells. Bmi1-luciferase knock-in reporter, 24 h; 100% = twice the neutral-well signal. AID 602393. 350,000 tested, 2% active. reporter increase, % at 12.5 µM; in the data active means activation above about 40%; inconclusive means no clear call, values can overlap the other calls;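 further: 0% = median of the plate's neutral control wells and 100% = double that signal; a rise in the Bmi1 reporter signal indicates esBAF inhibition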
# * hit, by the source's call; ? = inconclusive.
SMILES,RAD54 branch,esBAF inh
COc1cc(OC)c(C2N(c3ccccn3)C(=O)C3CCCN32)cc1OC (centres undefined),-3,-9
O=C(NCc1nc(-c2ccccc2)no1)c1ccc2c(c1)OCO2,5,-1
COC(=O)c1ccccc1NC(=O)COC(=O)CSCC(=O)N1CCOCC1,-2,-7
O=C1NCCCc2c1oc1cc(Br)c(O)c(Br)c21,3,-22
Cc1cccc(C)c1NC(=O)c1ccc(-n2cncn2)nc1,0,-7
COc1ccc(C2CC(C(F)(F)F)n3ncc(C(=O)Nc4c(C)n(C)n(-c5ccccc5)c4=O)c3N2)cc1 (centres undefined),9,0
COc1ccc(C2=C(C#N)C(=O)OC2)cc1,-14,-11
COc1ccc(-n2c(SCC(N)=O)nnc2-c2cccnc2)cc1,8,-1
COc1cc(/C=N/NC(=O)c2cc(-c3cccn3C)n[nH]2)cc(OC)c1OC,-5,5
Fc1ccccc1N1CCN(c2nc3ccccc3n3nnnc23)CC1,0,22
Cc1nn(S(=O)(=O)c2ccc([N+](=O)[O-])cc2)c(C)c1Sc1ccccc1,-14,-5
O=C(NNC(=O)c1cccs1)Nc1cccc(Cl)c1,13,3
O=C(O)c1cc(NCc2cccs2)ccc1N1CCOCC1,6,-5
CCn1c(=O)cc(SCC(=O)NCCN2CCN(Cc3ccccc3)CC2)c2ccccc21,0,-14
CC12CCC(C(=O)Nc3ccccc3N3CCOCC3)(CC1=O)C2(C)C (centres undefined),-16,4
COc1ccccc1NC(=O)CSc1nnc(C2CCCCC2)n1C,6,-3
COc1cc(C(=O)NCc2ccco2)c(Br)c(OC)c1OC,-7,-13
N#Cc1cc2c(nc1SCc1cccnc1)CCCC2,-19,3
O=C(/C=C/c1ccccc1)c1ccccn1,-8,33
CCc1ccccc1NC(=O)NC1CCCCC1,-2,-7
Cc1ccccc1SCC(=O)Nc1cc(C(F)(F)F)ccc1N1CCOCC1,-6,1
COc1ccc(C(=O)OCCN2CCOCC2)cc1,1,14
CCCCCNC(=O)CSC1=N/C(=C\c2ccc(Cl)c(Cl)c2)C(=O)N1CC,-4,-5
O=S(=O)(Nc1cccc(S(=O)(=O)N2CCCCC2)c1)c1ccc(Cl)s1,-7,5
Cc1cc(C)nc(/N=C(/NC(=O)Nc2cccc(Cl)c2)Nc2ccccc2)n1,0,4
CC1CCN(C(=O)CCCOc2ccc(Cl)cc2)CC1,-9,36
CN(C)CCn1c(C(=O)Nc2ccccc2)cc2ccccc21,6,-4
Cc1ccc(S(=O)(=O)N2CCN(C(=O)CN3C(=O)NC4(CCOc5ccccc54)C3=O)CC2)cc1 (centres undefined),-7,0
CCc1ccc(N(CC(=O)NC)S(C)(=O)=O)cc1,-26,-4
O=C(CCCc1c[nH]c2ccccc12)N1CCN(S(=O)(=O)c2cccs2)CC1,-1,16
CCN(CC)S(=O)(=O)c1ccc(N2CCOCC2)c(C(=O)O)c1,-28,-8
O=C(CN1CCN(S(=O)(=O)c2ccc(F)cc2)CC1)Nc1ccc2c(c1)OCO2,-2,-3
CCOC(=O)c1cc(-c2ccccc2)n(CC(=O)O)c1C,-6,3
O=C(CN1CCCCC1)Nc1ccc(NC(=O)c2ccc(Cl)cc2)cc1Cl,-7,-3
COc1ccccc1N1CCN(C(=O)c2noc(C(C)C)c2[N+](=O)[O-])CC1,7,-1
Cc1ccccc1N1CCN(C(=O)c2ccccc2NC(=O)C2CC=CCC2C(=O)O)CC1 (centres undefined),-8,1
Cn1c(=O)c2cc(NCc3ccccc3)nnc2n(C)c1=O,4,-8
Cc1c(C(N)=O)sc2ncn(CC(=O)N3CCC(C)CC3)c(=O)c12,2,5
Cc1c(C(=O)O)nnn1-c1ccccc1,9,-3
O=C(NNC(=O)C1CCCO1)c1ccccc1Cl (centres undefined),0,-6
CC1CN(C2CCN(C(=O)c3ccccc3)CC2)CC(C)O1 (centres undefined),5,-8
COc1cccc(C(=O)Nc2nnc(C(C)C)s2)c1,3,-39
O=C(Nc1c(C(=O)Nc2ccc3c(c2)OCCO3)cnn1-c1ccccc1Cl)c1ccco1,-6,21
COc1ccc(C(CC(=O)O)NC(=O)c2ccco2)cc1OC (centres undefined),0,-4
O=C(COc1ccccc1)Nc1ncc2c(n1)CCCC2=O,2,-6
COc1cc(/C=C/c2cc(OC(C)=O)c3ccccc3n2)c(OC(C)=O)c([N+](=O)[O-])c1,-1,-12
COc1ccccc1NC(=O)C1CC(=O)OC1c1ccccc1 (centres undefined),1,-4
Cc1ccc(N2CCN(/N=C/c3sccc3C)CC2)cc1,-6,22
CCOC(=O)c1c(-c2ccc(C)o2)csc1NC(=O)CSc1ncn[nH]1,10,-1
COC(=O)c1cc(NC(=O)CN2CCOCC2)cc(C(=O)OC)c1,-2,2

# Other structures
SMILES,RAD54 branch,esBAF inh
O=C(CSc1nc(-c2ccccc2)cc(C(F)(F)F)n1)N1CCOCC1,-2,0
CCC1CCCCN1CCn1c(=S)[nH]c2cc(OC)c(OC)cc2c1=O (centres undefined),18,3
Cc1ccc2c(c1)N(CC(=O)NC1CCC(C)CC1)C(=O)CO2 (centres undefined),-3,7
CC(=O)Nc1c(O)nc(SCC(=O)Nc2nnc(CC(C)C)s2)[nH]c1=O,-20,-8
O=C(Nc1nc(=S)ss1)c1ccc(Cl)cc1Cl,-8,-5
Cc1ncc(N=Nc2ccccc2)c(-c2ccccc2)n1,11,-5
Cc1ccc(NC(=O)c2cccc(OCc3c(C)noc3C)c2)cc1,3,3
COc1ccccc1C(c1nnnn1C(C)(C)C)N1CCN(C(=O)c2ccco2)CC1 (centres undefined),-5,-1
CCC(CC)C(=O)Nc1cccc(C(=O)NCc2ccco2)c1,-10,-3
O=C(/C=C/c1ccco1)NC(=S)Nc1ccc(Cl)cn1,-13,-2
COc1cccc(OC)c1C(=O)OCC(=O)Nc1ccc(OC(F)(F)F)cc1,-7,-4
O=C(CCc1ccc(S(=O)(=O)N2CCOCC2)cc1)NCCc1ccccn1,-19,-10
C=CCN1C(=O)/C(=C2/Sc3ccccc3N2CCCS(=O)(=O)O)SC1=S,-6,5
Clc1ccc(OCc2cn3cccnc3n2)c2ncccc12,7,57*
O=C(Nc1cccc(C(=O)N2CCOCC2)c1)c1cccnc1,-21,5
CCCC(c1nnnn1CCc1ccccc1)N1CCN(C2CCCC2)CC1 (centres undefined),5,10
O=S1(=O)CCC(S(=O)(=O)N2CCCCCC2)C1 (centres undefined),1,-4
CC(C)(C)n1cnc2cc(NS(=O)(=O)c3ccc(Br)cc3)ccc21,3,8
CCn1c(=O)cc(OCC(=O)Nc2cc(C)ccn2)c2ccccc21,-4,-6
Cc1ccc(CNCc2ccccc2Cl)cc1,-1,8
CCN1CCN(C(=O)c2cnn3c(C(F)F)cc(-c4ccc(C)cc4)nc23)CC1,7,-7
CC1CCC(NS(=O)(=O)c2ccc3c(c2)n(C)c(=O)c(=O)n3C)CC1 (centres undefined),-3,3
O=C(c1c(Cl)nc2sccn12)N1CCCc2ccccc21,-2,-6
COC(=O)c1ccc(NC(=O)c2ccc3c(c2)OCO3)cc1,-7,?
Cc1ccc(C2=NN(C(=S)Nc3ccccc3)C(c3ccco3)C2)cc1 (centres undefined),5,80*
Cc1[nH]n(-c2ccccc2)c(=O)c1S(=O)(=O)c1ccccc1,-10,6
CC(CN1CCCCC1)OC(=O)c1ccccc1Cl (centres undefined),-12,1
COc1ccc(C2C(C(=O)NCC3CCCO3)CCC(=O)N2c2ccc3c(c2)OCO3)cc1 (centres undefined),-12,-4
O=c1c2ccccc2ncn1CCCSc1ccccc1,-6,10
CN1CCN(C(=O)c2cc3nc(-c4ccc(F)cc4)cc(C(F)(F)F)n3n2)CC1,-8,3
COc1ccccc1CNC(=O)C(C)NS(=O)(=O)c1ccc(C)cc1 (centres undefined),2,-5
COc1ccc(-c2c3c(nc4sc(C(=O)Nc5cc(C)on5)c(N)c24)CCC3)cc1,-12,-3
CC/C(C)=C1\SC(N2CCN(C(C)=O)CC2)=NC1=O,-5,3
O=S(=O)(c1ccc2ccccc2c1)n1cnc2ccccc21,-6,-6
CC(=O)Nc1cc(S(=O)(=O)Nc2ccccc2C)c(C)cc1C,-5,-4
COc1ccc(-c2nc3ccccc3c(=O)n2N)cc1,-4,5
O=c1c2cnn(-c3ccccc3)c2nc(-c2cccs2)n1-c1ccc(Cl)cc1,-10,5
Cc1nc(SCC(=O)N2CCOCC2)c2ccsc2n1,0,-4
Cc1ccc(NC(=O)C2(c3ccccc3)CC2(Cl)Cl)cc1C (centres undefined),0,38
COc1ccccc1Cn1nnc2c(=O)[nH]c(C3CCN(C(=O)c4ccccc4Cl)CC3)nc21,-6,-3
Cc1ccccc1C(=O)N1CCC(C(N)=O)CC1,-12,-3
CCN1CCN(c2nn3c(=O)c4ccccc4nc3c3ccccc23)CC1,57*,-8
O=C(CNc1ccccc1)N/N=C/c1ccc([N+](=O)[O-])o1,-4,4
C=CCn1c(=O)c2c(nc3n2CCN3c2cccc(Cl)c2C)n(C)c1=O,5,0
Cc1ccc(C(C)C)c(OCCNC(=O)c2cncc(Br)c2)c1,-8,2
Cc1cc(Nc2ccccc2Cl)n2nnnc2n1,-5,-5
O=C1OC(c2ccc(Cl)cc2)/C(=C(/O)c2ccccc2)C1=O (centres undefined),-14,3
O=C(CSc1nnc2n(C3CCCC3)c(=O)c3ccccc3n12)N1CCCCCC1,9,11
COc1ccc(/C(O)=C2/C(=O)C(=O)N(c3ncccn3)C2c2ccc(OC)c(OC)c2)cc1 (centres undefined),-6,-1
COC(=O)c1n[nH]c2ccccc12,2,-5

# (next part)
SMILES,RAD54 branch,esBAF inh
COc1cc(OC)nc(NC(=O)CSc2nc3ccccc3o2)n1,-2,-12
O=C(CCn1nnc2ccccc2c1=O)NCC1CCC(C(=O)O)CC1 (centres undefined),-13,-5
CCOc1ccc(S(=O)(=O)Nc2nc3ccc(OC)cc3s2)cc1,-4,-4
CCOC(=O)N1CCN(C(=O)CSCc2ccc(Cl)cc2)CC1,4,29
O=C(c1ccc(Cl)cc1)N1CCC(O)(CSc2ccc(Cl)cc2)CC1,2,-3
Cc1ccc(NC(=O)CCSc2nnnn2-c2ccc3c(c2)OCO3)cc1C,-6,5
Cc1cc(=O)oc(C)c1C(=O)Nc1ccc(Cl)cn1,11,-2
Cc1c(C(=O)N2CCN(c3ccccc3F)CC2)sc2nc(-c3ccccc3)cn12,2,-2
O=C(O)CCNS(=O)(=O)c1ccc(Oc2ccccc2Cl)cc1,0,-2
COc1cc2cc(CN(CCO)C(=O)c3cccs3)c(=O)[nH]c2cc1OC,4,0

# Some of these compounds in order of molecular weight, rising:
SMILES,RAD54 branch,esBAF inh
Cc1cc(=O)oc(C)c1C(=O)Nc1ccc(Cl)cn1,11,-2
COc1cc(OC)nc(NC(=O)CSc2nc3ccccc3o2)n1,-2,-12
CCOC(=O)N1CCN(C(=O)CSCc2ccc(Cl)cc2)CC1,4,29
O=C(CCn1nnc2ccccc2c1=O)NCC1CCC(C(=O)O)CC1 (centres undefined),-13,-5
CCOc1ccc(S(=O)(=O)Nc2nc3ccc(OC)cc3s2)cc1,-4,-4
COc1cc2cc(CN(CCO)C(=O)c3cccs3)c(=O)[nH]c2cc1OC,4,0
Cc1ccc(NC(=O)CCSc2nnnn2-c2ccc3c(c2)OCO3)cc1C,-6,5

# (further entries)
SMILES,RAD54 branch,esBAF inh
COC(=O)C1OC2(OC1C(=O)OC)c1ccccc1-c1ccccc12 (centres undefined),-9,5
O=C1CN=C(Nc2ccc(Cl)cc2)N1c1ccccc1,10,6
O=C(c1ccc(S(=O)(=O)N2CCCCC2)cc1)c1nnc(-c2ccc(Cl)cc2)o1,3,-4
CC1(CCC#N)N=C(SCCC#N)N(c2ccccc2)C1=O (centres undefined),2,-14
COc1ccc(C(=O)c2sc3nc(-c4ccccc4)ccc3c2N)cc1OC,-2,4
CC(C)C(OC(=O)c1ccco1)C(=O)NCc1ccccc1 (centres undefined),6,4
Cc1cc(C)n2c(SCC(=O)Nc3ncc(C(F)(F)F)cc3Cl)nnc2n1,6,-2
CCCNC(=O)Cn1cnc2sc(C(=O)N3CCN(CCC)CC3)c(C)c2c1=O,-9,-3
Cc1ccc(N2CC(C(=O)NCC3CCCO3)CC2=O)cc1Cl (centres undefined),5,-5
CC1CCN(c2ncnc3c2cnn3Cc2ccc(Cl)cc2)CC1,-5,5

# Rewritten as labelled records: entries from further up.
SMILES: CCCNC(=O)Cn1cnc2sc(C(=O)N3CCN(CCC)CC3)c(C)c2c1=O
  RAD54 branch = -9	esBAF inh = -3

SMILES: Cc1cc(C)n2c(SCC(=O)Nc3ncc(C(F)(F)F)cc3Cl)nnc2n1
  RAD54 branch = 6	esBAF inh = -2

# Other entries follow:
SMILES,RAD54 branch,esBAF inh
CNc1nc(C)cc(C)c1S(=O)(=O)c1ccc(C)cc1,-11,7
CCOc1ccccc1OCCOc1ccccc1CC,-10,-7
COCc1cc(=O)[nH]c2cc(NC(=O)C(C)(C)CCl)c(C)cc12,8,-2
O=S(=O)(c1ccc(F)cc1)N1CCC(O)(c2ccc3c(c2)OCO3)CC1,8,-2
COc1ccc2c(CC(=O)OCC(=O)NC(=O)c3cccn3C)coc2c1,1,3
Cc1cc(C(=O)COC(=O)CN(C)S(=O)(=O)c2ccc(Cl)cc2)c(C)n1CC1CCCO1 (centres undefined),4,-11
Cc1cc(=O)oc2c(C)c(OCC(=O)N(C)C)ccc12,16,-1
CCN1CCc2c(sc3c2c(NCc2ccco2)nc2nnnn23)C1,16,0
O=C(Nc1cnc2ccccc2c1)c1ccco1,6,-39
CC1(Cc2ccc(Cl)cc2)C(=O)Nc2c(Cl)cccc21 (centres undefined),5,-5
CC(C)OCCCNC(=O)c1sc(=S)n(C)c1N,5,4

# Not all compounds are listed (hit frequency here may not be typical).
